# CHX counter = Cycloheximide Counterscreen for Small Molecule Inhibitors of Shiga Toxin; cell reporter, cycloheximide protein synthesis inhibition counterscreen; max response, %; actives 12% (n = 300,000); in the data active = max response mostly above about 13%, no sharp cut-off; inactive = mostly below about 14%; also: read at 38.3 µM for the half of the compounds with a filed dose; 0% is about no effect
# Shiga toxin inh = A qHTS for Small Molecule Inhibitors of Shiga Toxin. actives 9.2% (n = 290,000). inhibition, % at 38.7 µM. Vero cells, Shiga toxin protein synthesis inhibition reporter; in the data active = inhibition mostly above about 28%, no sharp cut-off; inactive = mostly below about 43%; also: 0% is about no effect
# Pf growth 48h = Primary qHTS for delayed death inhibitors of the malarial parasite plastid, 48 hour incubation; Potency, µM (series often up to 28.7 µM), for the others: at the top dose activity change, negative = inhibition, actives largely listed as inhibitors; AID 504832, 2011; P. falciparum luciferase growth in erythrocytes, 48 h; actives 5.9% (n = 310,000); also: potency is read from the fitted curve at half-maximal effect; % is scaled to controls: 0 for no effect and ±100 for the full control effect
#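 Growth was read as firefly luciferase luminescence after a 48 h, 37 C, 5% CO2 exposure of compounds to reporter-bearing P. falciparum cultures (0.1% parasitemia, 2% hematocrit final) in Albumax-supplemented RPMI 1640.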
# Sm TGR block = qHTS Assay for the Inhibitors of Schistosoma Mansoni Peroxiredoxins. purified TGR, DTNB reduction, TNB absorbance 405 nm. Schistosoma mansoni thioredoxin glutathione reductase (TGR), Q962Y6. AID 485364, 2010. actives 3% (n = 360,000). Potency, µM (doses to about 114 µM), for the others: at the highest dose activity change, negative = inhibition, hits mostly inhibitors; also: potency is read from the fitted curve at half-maximal effect; % is scaled to controls: 0 for no effect and ±100 for the full control effect; nearly all actives have a fitted effect of over 60% in size
#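 Kinetic colorimetric format: TGR-catalysed, NADPH-driven DTNB reduction monitored via TNB absorbance. Enzyme dispensed at 20 nM; compound exposure 15 min at room temperature before reaction start.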
# Pf growth 96h = Primary qHTS for delayed death inhibitors of the malarial parasite plastid, 96 hour incubation | P. falciparum luciferase reporter growth, 96 h | actives 6.9% (n = 320,000) | Potency, µM (series often up to 28.7 µM), inactives show top-dose activity change, negative = inhibition, most hits filed as inhibitors; also: potency is read from the fitted curve at half-maximal effect; % is scaled to controls: 0 for no effect and ±100 for the full control effect
#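 Readout is luminescence from an integrated firefly luciferase in P. falciparum. Red cells, 2% hematocrit and 0.05% parasitemia final, were cultured with compound through two parasite generations (96 hours) at 37 C, 5% CO2.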
# FBPA Giardia inh = qHTS Assay for Inhibitors of Fructose-1,6-bisphosphate Aldolase from Giardia Lamblia; purified Giardia FBPA; AID 2451, 2010; actives 0.71% (n = 290,000); A8B2U2; Potency, µM (highest dose often 59.6 µM), for the others: at the highest dose activity, negative = inhibition, actives largely listed as inhibitors; also: potency is read from the fitted curve at half-maximal effect; % is scaled to controls: 0 for no effect and ±100 for the full control effect; nearly all actives have a fitted effect of over 55% in size
# Target sequence (A8B2U2 whole entry, looked up): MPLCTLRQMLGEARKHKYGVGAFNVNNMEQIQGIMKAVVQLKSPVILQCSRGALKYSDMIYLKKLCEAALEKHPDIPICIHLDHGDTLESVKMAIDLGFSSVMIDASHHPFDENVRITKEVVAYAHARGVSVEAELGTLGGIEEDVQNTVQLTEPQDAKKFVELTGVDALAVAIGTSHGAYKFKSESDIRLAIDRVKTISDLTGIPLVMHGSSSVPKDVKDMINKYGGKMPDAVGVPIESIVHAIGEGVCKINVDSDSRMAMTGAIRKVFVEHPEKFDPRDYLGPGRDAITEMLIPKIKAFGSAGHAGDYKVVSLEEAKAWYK
#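 40 nM FBPA preincubated 10 min at RT with compound (up to 57.5 uM final), then substrate plus GAPDH/TPI/NAD/arsenate coupling and diaphorase/resazurin added. Fluorescence read after 20 min at RT, 525/598 nm.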
# The depositor's hits bear a star; ? = inconclusive; · = not tested or not shown; [ ] = another dose, or the depositor's remark. Unless noted, calls follow the shape of the dose curve; as a rule, active = well fitted curve in the direction sought with a large enough effect; inconclusive = small, poorly fitted or top-dose-only effect, or another doubt; inactive = no such curve, though single readings can be large; an effect the other way counts as inactive or inconclusive. This is a random part of the collection; 24% or so of the library scored in one or more.
SMILES,CHX counter,Shiga toxin inh,Pf growth 48h,Sm TGR block,Pf growth 96h,FBPA Giardia inh
CCOC(=O)c1ccc(NC(=O)CN2CCN(CCN=CC3=C(O)CC(C)(C)CC3=O)CC2)cc1,-2,0,-13%,?,-5%,0%
O=C(NCCc1cccc(F)c1)C1CCC(=O)N(CCCc2ccccc2)C1 (stereo not drawn),7,2,54%[activator],5%,78%[activator],7%
COc1cc(-c2nc(-c3ccccc3)c(-c3cccs3)[nH]2)cc(OC)c1O,7,9,·,-16%,1.9µM*,-10%
COc1ccccc1C(=O)COC(=O)CCNS(=O)(=O)c1ccc(C)c(C)c1,·,·,-10%,-12%,12%,·
Cc1ccc(CSc2nnc(-c3cccnc3)o2)cc1,12,-1,·,-11%,13%,5%
COc1ccc(NC(=O)CCN2CCCC(C)C2)cc1 (stereo not drawn),3,-8,11%,89µM*,·,0%
Cc1ccc(OCC(=O)NNC(=O)C2CCN(c3nc(C)cc(C)n3)CC2)cc1,-4,-8,4%,10%,35%[activator],5%
O=[N+]([O-])/C=C\c1ccc(N2CCCC2)c(F)c1,-3,5,-15%,-7%,?,3%
O=C(CN1CCOCCOCCN(CC(=O)Nc2ccccc2)CCOCC1)Nc1ccccc1,-2,4,5%,?,·,-2%
O=C1c2cccnc2C(O)N1Cc1cccs1 (stereo not drawn),-1,-29,31%[activator],-4%,23%,6%
Cc1cc(C(=O)CSc2nc(N)cc(N)n2)c(C)n1CCc1ccc(F)cc1,-1,-3,?,2%,19%,-4%
O=C(Nc1ncc(Cc2cccc(C(F)(F)F)c2)s1)C1CCCO1 (stereo not drawn),34*,35*,97%[activator],6%,4%,-4%
Cc1ccc(N2CC(=O)N(CC(=O)O)C2=O)cc1,-4,3,28%,-15%,?,4%
COc1ccccc1/C=N/NC(=O)c1ccc(NC(=O)c2ccccc2Br)cc1,-3,-4,6%,0%,10%,0%
Cc1c(C(=O)Nc2ccc(Br)cc2)cnn1C,78*,130*,174%[activator],2%,182%[activator],-8%
CC(=O)Nc1ccc(NC(=O)Cn2cnc3c(nnn3Cc3ccc(F)cc3)c2=O)cc1,1,-9,32%[1.15 µM],8%,43%[1.15 µM],9%
COCCn1c(=O)[nH]c2cc(C(=O)NCC3CCCO3)ccc2c1=O (stereo not drawn),-3,-8,11%,15%,?,-2%
CC(NS(=O)(=O)c1ccc([N+](=O)[O-])cc1)C(=O)NN (stereo not drawn),2,16,-27%,0%,-23%,-6%
CSc1nsc(/C=C/Nc2cccc(Cl)c2)c1C#N,1,30,?,-4%,?,-23%
Cc1cc(OC(C)C(=O)Nc2cccnc2)ccc1Cl (stereo not drawn),-2,-20,?,-1%,9%,11%
O=C(CCc1nc(-c2ccccn2)no1)NCc1ccc2c(c1)OCO2,0,26,6%,3%,13%,0%
O=C(NCc1ccco1)c1ccc(Cl)c(S(=O)(=O)N2CCc3ccccc32)c1,17*,12,?,-1%,?,-6%
CC(C)(C)c1csc(NC(=O)Nc2ccccc2)n1,51*,72*,13%,4%,19%,-15%
CC(C)(C)c1ccc(NC(=O)COC(=O)c2ccc([N+](=O)[O-])s2)cc1,14*,63,22%,-16%,-3%,-20%
COc1ccc(CCCCCCOCc2ccccc2)cc1,·,·,35%[activator],-16%,39%[activator],·
O=C(NNC(=O)C1[C@H]2CCCC[C@@H]12)Nc1cccc2ccccc12 (stereo partly drawn),9,5,44%[activator],-10%,48%[activator],0%
O=C(O)c1ccccc1NC(=O)N1C[C@H]2C[C@@H](C1)c1cccc(=O)n1C2,-5,-4,45%[activator],5%,66%[activator],-26%
CCC(C)C(NS(=O)(=O)c1ccc(C)cc1)C(=O)NCCCN1CCOCC1 (stereo not drawn),-10,-11,7%,-7%,-30%,·
COc1ccccc1-n1cnc2cc(NCc3ccco3)ccc21,13,48,?,-21%,-4%[5.75 µM],-17%
O=C(NCCCN1CCCCC1)C1CCCN(c2ncnc3c2nc2n3CCCCC2)C1 (stereo not drawn),-1,4,?,-3%,1%,-21%
O=C(CCC(=O)Nc1ccc(Br)cc1)N/N=C/c1ccc(O)cc1,-3,-8,17%,3%,?,-7%
C=CCNC(=S)N/N=C/c1ccc(OCc2ccccc2Cl)cc1,-10,-14,?,-7%,·,5%
CS(=O)(=O)c1cccc(-c2nnc(NC(=O)c3ccc(S(=O)(=O)N4CCCC4)cc3)o2)c1,·,·,?,5%,13µM*,·
Cn1c(=O)n(C)c2cc(S(=O)(=O)NCCO)ccc21,-5,-9,·,2%,15%,-1%
CCOC(=O)c1ccccc1NC(=O)CSc1nnc(Cc2cccn2C)n1-c1ccc(F)cc1,-3,24,?,-3%,59%[activator],0%
O=C(CCCc1ccccc1)NCc1ccccn1,8,·,-21%,22%,-18%,1%
Cc1cccn2c(=O)c3cc(C(=O)NCC4CCCO4)c(=N)n(C4CCCCC4)c3nc12 (stereo not drawn),-4,-12,?,0%,1.3µM*,2%
COC(=O)c1ccc(OC(=O)c2nn(C)cc2Cl)c(OC)c1,8,8,-3%,0%,13%,7%
CC(=O)N/N=C\c1ccccc1OC/C=C/c1ccccc1,22*,93,3%,14%,?,-11%
CCN(CC)c1ccc(C(=O)OCc2cc(=O)oc3cc(O)ccc23)cc1,-4,-2,?,4%,4.7µM*,7%
COc1ccc(S(=O)(=O)/N=C2/NC(=O)/C(=C/c3ccco3)S2)cc1,-3,9,-8%,?,32%[activator],10%
CSc1nc2sc3c(c2c(=O)n1C)CCC3,-1,2,2%,-25%,67%[activator],5%
COc1ccc(-c2nc3ccccc3c(=O)n2NC(=S)N(C)C)cc1,-2,-6,-3%,1%,62%[activator],0%
N#CC(C#N)=C(N)/C(C#N)=C/c1cc(O)c(O)c(O)c1,·,·,12µM*,?,9.3µM*,·
CCNc1nc(NC(C)(C)C)nc(N2CCCC2)n1,-3,-4,1.5µM*,-4%,-26%,1%
Cc1cc(NC(=O)C2C3C(=O)N(CCC(C)C)C(C(=O)NCc4ccccc4)C34C=CC2(C)O4)no1 (stereo not drawn),1,-2,-13%,-5%,5%[5.75 µM],-1%
COc1cccc(CN2CCc3ccc(NC(=O)CCc4ccc(C)cc4)cc3C2)c1O,14,-3,?,-25%,?,·
Cc1nc(NC(=O)COC(=O)c2cc3c(s2)CCC(C)C3)c(Cl)cc1Cl (stereo not drawn),1,-3,5%,6%,20%,1%
CN(C(=O)c1ccc2c(=O)n3c(nc2c1)CCCCC3)c1ccccc1Cl,19*,24,-1%,11%,-10%,8%
C/C(=N\NC(N)=S)C1(C)CC2(CC(C)(C)OC2=O)C(=O)O1 (stereo not drawn),-1,17,?,10%,45%[activator],-20%

# Continuation:
SMILES,CHX counter,Shiga toxin inh,Pf growth 48h,Sm TGR block,Pf growth 96h,FBPA Giardia inh
O=C(NC1CCN(Cc2ccccc2)CC1)c1ccc(Cn2c(=S)[nH]c3ccc(N4CCOCC4)cc3c2=O)cc1,32*,55*,?,-14%,33%,-26%
Cc1ccc(S(=O)(=O)Oc2ccc3ccc(O)cc3c2)cc1,29*,·,18%,3%,-2%,-6%
CCOC(=O)C(NC(=O)Nc1ccc(F)cc1F)(Oc1ccccc1)C(F)(F)F (stereo not drawn),5,8,-27%,-10%,46%[activator],-5%
CCN(CC(=O)Nc1cc(Cl)ccc1C)C(=O)c1ccc2c(c1)NC(=O)C(C)S2 (stereo not drawn),·,·,?,10%,-10%,·
CCCn1c(SCC(=O)NC(=O)NCc2ccco2)n[nH]c1=O,8,-19,18%,40µM*,-12%,-15%
COc1ccc(CNS(=O)(=O)CCNC(=O)c2ccc3c(c2)OCO3)cc1,·,·,32%[activator],-4%,15%,·
C[C@H]1C(=O)N(S(=O)(=O)c2ccccc2[N+](=O)[O-])[C@H]1c1ccc(-c2ccccc2)cc1,6,10,·,·,·,12%
O=C(NC1CCCCC1)c1ccc2snnc2c1,14,26,2%,-1%,34%[activator],0%
CC(C)c1ccc(/C=C/C(=O)NCCC2=CCCCC2)cc1,17*,17,10%,-1%,153%[activator],-2%
CN(CC(=O)N1CCN(c2ccccc2F)CC1)S(=O)(=O)c1cnc[nH]1,1,3,·,-4%,2%,4%

# Three structures out of the list, arranged by length of the SMILES, rising:
SMILES,CHX counter,Shiga toxin inh,Pf growth 48h,Sm TGR block,Pf growth 96h,FBPA Giardia inh
CC(C)c1ccc(/C=C/C(=O)NCCC2=CCCCC2)cc1,17*,17,10%,-1%,153%[activator],-2%
Cc1ccc(S(=O)(=O)Oc2ccc3ccc(O)cc3c2)cc1,29*,·,18%,3%,-2%,-6%
COc1ccc(CNS(=O)(=O)CCNC(=O)c2ccc3c(c2)OCO3)cc1,·,·,32%[activator],-4%,15%,·

# Next compounds:
SMILES,CHX counter,Shiga toxin inh,Pf growth 48h,Sm TGR block,Pf growth 96h,FBPA Giardia inh
CCc1ccc2oc(-c3cc(N=Cc4cccc(OC)c4O)ccc3O)nc2c1,29*,104*,-90%,-11%,·,13%
CCSc1nc(C)cc(Oc2ccc(=O)n(C)n2)n1,-2,-1,2%,3%,-13%,10%
COc1ccc(CNC(=O)C2CCN(S(=O)(=O)c3ccccc3)CC2)cc1,-2,-3,-11%,4%,?,3%
O=C(NCCc1ccccc1)c1ccc2c(c1)OCO2,-1,-3,-17%,3%,?,-5%
COc1ccc(C(CNC(=O)c2cc3c(s2)CCC(C)C3)N2CCOCC2)cc1 (stereo not drawn),·,·,12µM*,-4%,?,·
CCN(CC)CCn1c(NCc2cccc(OC)c2OC)nc2ccccc21,1,46,-17%,-26%,492%[activator],3%
CC1CCCN(C(=O)Cn2nnc(-c3ccc(S(C)(=O)=O)cc3)n2)C1 (stereo not drawn),-4,-8,-6%,-34%,22%,11%
CC(OC(=O)C1CCCO1)C(=O)NC1CCCC1 (stereo not drawn),-3,34,16%,4%,?,-1%
CN1/C(=C/C=C(C#N)C#N)C(C)(C)c2ccccc21,6,-1,76%[activator],6%,?,19%
COc1ccc(CC(=O)O/N=C(\N)c2ccccc2)cc1OC,38*,42*,·,5%,15%,-1%
CC1=CC(C)(C)N(C(=O)CSc2nncn2C)c2ccccc21,-5,-5,?,-3%,-6%,-6%
S=C(N/N=C1\CCc2ccccc21)NC1CCCCC1,32*,112*,?,-25%,-50%,-1%
CC(=O)c1c(O)cc(O)cc1CC(=O)O,2,-9,42%[activator],?,?,-10%
CSc1ccc(C(=S)N2CCN(C(c3ccccc3)c3ccccc3)CC2)cc1,1,13,·,8%,5.2µM*,0%
CCc1cc(-c2nc(N)ncc2-c2ccc(Br)cc2)c(O)cc1OC,-2,-14,-4%,1%,19%,-8%
CCCCCCCCCCCC(=O)c1c(O)cccc1O,-1,-16,27%,-1%,88%[activator],-1%
CCC(C(=O)N/N=C/c1cccnc1)c1ccccc1 (stereo not drawn),2,22,14%,-7%,?,·
Cc1ccccc1OCC(=O)OCC(=O)Nc1cc(S(=O)(=O)N2CCCCC2)ccc1Cl,·,·,-19%,7%,10%,·
CC(=O)N(C)c1ccc(NC(=O)Nc2ccc(C)c(C)c2)cc1,12*,31,-14%,24%,?,-9%
Cc1ccc(N(C(=O)CS(=O)CC(=O)Nc2ccc(F)cc2)C(C)C(=O)NC(C)(C)C)cc1 (stereo not drawn),10,2,-6%,?,-9%,6%
CCn1c(C(C)NC(=O)c2ccccc2C)n[nH]c1=S (stereo not drawn),-3,-7,9%,·,11%,-25%
COc1cccc(C(=O)COC(=O)c2cccs2)c1,38*,76*,33%[activator],0%,-13%,·

# Assay outcomes as filed in PubChem.
